# Screening data from PubChem.
# FBW7 activator: FBW7 E3 ligase activators, primary screen, biochemical, AlphaScreen, human. F-box/WD repeat-containing protein 7 (Homo sapiens), Q969H0. AID 1259310, 2017. hit rate 0.13% among 650,000. normalized activity (activation), % at 26.1 µM. AlphaScreen FBW7–phospho-cyclin E peptide binding, activator screen; in the data active means normalized activity above about 1.9%;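 further: purified mutant Fbw7 with reduced substrate affinity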
# Target sequence (Q969H0 whole entry, looked up): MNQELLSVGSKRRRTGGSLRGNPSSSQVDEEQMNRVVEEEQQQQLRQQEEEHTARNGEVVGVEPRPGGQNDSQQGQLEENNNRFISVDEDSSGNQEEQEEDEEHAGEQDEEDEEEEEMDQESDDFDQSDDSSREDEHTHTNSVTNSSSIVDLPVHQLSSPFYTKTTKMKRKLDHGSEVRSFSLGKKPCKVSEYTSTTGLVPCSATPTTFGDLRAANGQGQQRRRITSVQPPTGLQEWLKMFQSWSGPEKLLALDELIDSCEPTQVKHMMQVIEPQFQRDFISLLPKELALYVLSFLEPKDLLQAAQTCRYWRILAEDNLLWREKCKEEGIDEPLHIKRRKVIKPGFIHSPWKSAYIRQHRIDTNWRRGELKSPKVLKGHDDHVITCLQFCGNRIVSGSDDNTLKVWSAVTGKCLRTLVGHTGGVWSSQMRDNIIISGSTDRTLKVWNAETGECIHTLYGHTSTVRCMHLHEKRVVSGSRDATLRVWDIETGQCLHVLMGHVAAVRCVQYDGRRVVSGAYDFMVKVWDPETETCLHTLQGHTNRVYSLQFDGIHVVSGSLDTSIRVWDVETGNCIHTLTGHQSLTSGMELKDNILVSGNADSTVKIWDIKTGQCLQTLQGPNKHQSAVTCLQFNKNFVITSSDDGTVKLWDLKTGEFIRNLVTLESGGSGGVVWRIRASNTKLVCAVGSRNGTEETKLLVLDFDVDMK
# MITF primary: MITF inhibitors, primary screen, biochemical, AlphaScreen, human. hit rate 0.91% among 650,000. AlphaScreen MITF homodimerization, bead proximity signal. inhibition, % at 2.6 µM; in the data active means inhibition above about 50%;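 further: 0% = vehicle wells with protein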
# GPR151 activ: activators of human GPR151, primary screen, cell-based, PathHunter beta-arrestin, luminescence | G-protein coupled receptor 151 (Homo sapiens), Q8TDV0 | PathHunter beta-arrestin GPR151 cells | activation, % at 11.2 µM | hit rate 1% among 650,000 | AID 1508602, 2020; in the data active means activation above about 4.9%;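 further: 0% = median of compound wells and 100% = cells with positive control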
# Target sequence (Q8TDV0 whole entry, looked up): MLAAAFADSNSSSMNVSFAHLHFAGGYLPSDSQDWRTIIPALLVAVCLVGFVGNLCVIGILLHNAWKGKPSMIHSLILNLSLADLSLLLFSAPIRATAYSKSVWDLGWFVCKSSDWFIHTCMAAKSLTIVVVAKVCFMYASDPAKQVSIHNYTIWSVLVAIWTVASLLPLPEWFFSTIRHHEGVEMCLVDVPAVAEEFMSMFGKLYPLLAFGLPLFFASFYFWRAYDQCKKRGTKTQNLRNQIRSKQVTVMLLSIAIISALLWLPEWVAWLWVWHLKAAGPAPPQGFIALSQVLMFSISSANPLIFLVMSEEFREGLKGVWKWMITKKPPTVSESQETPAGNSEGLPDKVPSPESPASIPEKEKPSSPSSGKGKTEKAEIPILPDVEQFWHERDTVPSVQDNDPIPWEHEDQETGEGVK
# TEAD-YAP inh: TEAD-YAP interaction inhibition, primary screen, TEAD-YAP interaction inhibitor project, luminescence, HEK-TIYL cells | TEAD-Gal4/YAP UAS-luciferase luminescence | inhibition, % at 9.12 µM | hit rate 1.4% among 640,000; in the data active means inhibition above about 32%;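 further: 0% = median of test compound wells and 100% = reference inhibitor wells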
# * hit, by the source's call; / = no result given.
# Order of results – FBW7 activator, MITF primary, GPR151 activ, TEAD-YAP inh
> CCCC(=O)Nc1cc(-c2nn3c(C)nnc3s2)ccc1C
  0.1, -14, -0.7, 2
> Cc1cccc(C(=O)Nc2ccc(C(=O)Nc3ccc(C(=O)Nc4ccccc4C)cc3)cc2)c1
  0.3, 15, 2.6, -22
> CC(C)n1cnc2c(Nc3ccc4c(c3)OCO4)nc(Nc3nccc4ccccc34)nc21
  0.0, 5, -1.1, 36*
> CCOc1cn(-c2ccc(F)cc2)nc1C(=O)NC1CCCC1
  0.0, -18, -1.5, -8
> Nc1ccnc(NCc2ccc3c(c2)OCO3)n1
  0.1, 7, -0.1, 1
> CCn1nnnc1SCC(=O)Nc1cc(C)on1
  0.0, 25, -1.0, 0
> C=CCNC(=O)/C(C#N)=C/c1c(Oc2ccc(OC)cc2)nc2c(C)cccn2c1=O
  0.0, -7, 0.0, 4
> CCn1ncc([C@@H]2C[C@H]3CN(Cc4ccccc4C)C(=O)[C@]34CCCN24)c1C
  0.1, 3, -0.4, 10
> O=C1N[C@@H](Cc2ccccc2)C(=O)N2C[C@@H](NCc3ccsc3)C[C@@H]12
  -0.1, 1, 4.7, 3
> COc1ccc(Nc2nc(NCCCN3CCOCC3)c3ncn(C(C)C)c3n2)cn1
  -0.2, -4, 1.7, 6
> O=C(Cc1ccc(Br)cc1)OCC(=O)c1cccc([N+](=O)[O-])c1
  0.1, 13, 1.5, -7
> CS(=O)(=O)C1=NSC2=NC(=O)/C(=C\c3ccc(Br)cc3)C(=N)N21
  -0.1, 9, -0.7, -5
> CCOC(=O)c1sc(NC(=O)C(C)(C)C)nc1C
  0.0, 14, 0.7, -40
> O=C(Nc1ccc(C(=O)N2CCOCC2)cc1)C1C2CC3OC(=O)C1C3C2 (stereo unspecified)
  -0.2, 1, -0.5, -7
> CC(C)OC(=O)C(C)OC(=O)c1ccc([N+](=O)[O-])cc1Cl (stereo unspecified)
  -0.3, 8, -0.9, 0
> Cn1/c(=N/N=C/c2cccc([N+](=O)[O-])c2O)sc2ccccc21
  0.1, -20, -0.7, -7
> OCCCNCc1ccccc1OCc1ccccc1
  0.5, 27, 0.8, 12
> COc1cc(C2C3=C(CC(c4ccco4)CC3=O)Nc3ccccc3N2C(C)=O)cc(OC)c1OC (stereo unspecified)
  0.1, 6, 0.9, -9
> COc1ccc2oc(=Nc3cccc(C#N)c3)c(-c3nc4ccccc4[nH]3)cc2c1
  -0.1, -6, -1.6, -65
> Cc1cccc(-c2noc(CCC(=O)Nc3ccc(Cl)cc3)n2)c1
  0.7, 4, -1.7, -3
> COc1cccc(C(=O)Nc2ccc(Cl)c(NC(=O)c3ccccc3)c2)c1
  -0.1, 2, -1.3, -22
> COCc1cc(C)nc(SCc2ccccc2[N+](=O)[O-])c1C#N
  0.2, 12, -0.9, 7
> COc1ccc(-c2cc(C(=O)Nc3ccc(N4CCOCC4)cc3)ccn2)cn1
  -0.1, 3, -0.8, 2
> O=C(NC1(C(F)(F)F)NC(=O)N(c2ccc(Cl)cc2)C1=O)c1cccnc1 (stereo unspecified)
  0.8, 17, -0.9, 1
> O=C(CNc1ccc(Br)cc1)N/N=C/c1ccc(O)cc1
  -0.1, -1, -0.1, 2
> C=C(C)CN(CC)S(=O)(=O)c1ccc2[nH]cc(C(=O)O)c(=O)c2c1
  0.6, 22, 0.1, -15
> CCc1n[nH]c(=S)n1/N=C/c1ccco1
  0.1, -27, -0.6, 2
> CCOC(=O)C1=C(N)N(c2ccc(OC)cc2)C2=C(C(=O)CCC2)C1c1ccc(F)cc1 (stereo unspecified)
  -0.1, 5, 1.7, 2
> CCOC(=O)c1c(NC(=O)c2ccc(S(=O)(=O)N3CCN(C(=O)OCC)CC3)cc2)sc2c1CCC2
  1.5, 17, -1.8, -12
> CC(C)(CNC(=O)c1ccc(F)cc1)CNC(=O)c1ccc(F)cc1
  -0.1, 1, 1.3, 6
> Cc1ccc(C(=O)N/C(=C\c2ccco2)C(=O)NCCc2ccccn2)cc1C
  0.1, -2, 0.4, 5
> Cc1cc(NC(=O)CN2C(=O)NC3(CCCCC3C)C2=O)c([N+](=O)[O-])cc1C (stereo unspecified)
  0.1, -3, 0.7, 3
> O=C(Nc1ccc(-c2cscn2)cc1)C1CCCN(C2CCSCC2)C1 (stereo unspecified)
  0.0, -7, -1.2, 10
> Cc1cccc(N2C(=O)c3ccc(C(=O)Nc4cccc5ccccc45)cc3C2=O)c1
  -0.1, -18, -0.5, -1
> COc1cc(/C=N\Nc2nc3ccccc3[nH]2)cc(OC)c1OC
  -0.1, 3, 2.4, -30
> Cn1c(SCC(=O)NCc2ccco2)nnc1-c1ccncc1
  0.0, 4, -0.2, 0
> CC(C)n1cnc2c(NCc3cccnc3)nc(Nc3ccc(-n4ccnc4)cc3)nc21
  0.1, 25, 1.5, 12
> O=C(Nc1nnc(N2CCCCCC2)s1)Nc1cc(F)ccc1F
  0.1, -10, 2.8, -20
> CCCCCC1(C)NC(=S)N(c2ccccc2)N1 (stereo unspecified)
  0.6, 21, -0.7, -12
> Cc1ccc(S(=O)(=O)N2CCCCC2CCNC(=O)C(=O)NCc2cccnc2)cc1 (stereo unspecified)
  0.6, 2, -0.5, 36*
> Cc1c(Cl)cccc1NC(=O)c1cnc2sccn2c1=O
  -0.2, 3, 1.0, -56
> CN(C)C(Cn1c(=S)[nH]c2ccccc2c1=O)c1ccccc1 (stereo unspecified)
  -0.1, -11, 0.8, 3
> O=C1c2ccncc2C(=O)N1CCc1ccccc1
  -0.2, 6, 0.1, 4
> Cc1ccc(NC(=O)C2C3C=CC(C3)C2C(=O)O)cc1[N+](=O)[O-] (stereo unspecified)
  1.2, 11, -0.7, 0
> CC1(C)CC2CC(C)(CN2Cc2c(O)ccc3ccccc23)C1 (stereo unspecified)
  0.1, -4, 0.5, 1
> CCNc1cc(C)nc(N2CCN(C(=O)c3c(F)cccc3Cl)CC2)n1
  0.1, 13, -1.2, 2
> Cc1ccc(OCC(=O)NNC(=O)COc2cc(C)ccc2C(C)C)cc1
  -0.1, 4, -0.9, 10
> O=C(NCCn1ncc2c(N3CCN(c4ccccc4)CC3)ncnc21)c1cc2ccccc2o1
  0.6, 20, 1.0, 0
> COC(=O)c1ccc(CNC(=O)CC2C(=O)NCCN2C2Cc3ccccc3C2)cc1 (stereo unspecified)
  0.8, -2, -1.0, 0
> COc1ccc(/C(C)=N/NC(=O)c2cc(Br)ccc2O)cc1
  0.2, 8, -3.7, 1
> O=C(NC1CC1)c1ccc2cncc(-c3ccccc3)c2n1
  -0.2, 5, 4.5, 51*
> CC(C)(C)c1csc(NC2=NS(=O)(=O)c3ccccc32)n1
  -0.1, -7, -0.2, -60
> COc1cc(C(=O)NC(=S)Nc2ccc(Br)cn2)cc(OC)c1OC
  -0.1, 17, 1.0, 4
> COc1cc(N2CCN(S(=O)(=O)c3ccc4c(c3)OCCO4)CC2)nc(C)n1
  0.1, 4, -0.6, 2
> COc1cccc(C2=NOC(C(=O)Nc3ccc(C#N)cc3)C2)c1 (stereo unspecified)
  0.5, -30, -0.4, -3
> Cc1nnn(-c2nonc2N)c1C(=O)NNC(=O)c1ccc(Cl)c(Cl)c1
  -0.1, -1, 0.1, 2
> O=C(CNC(=O)c1cccs1)OCC(=O)c1ccc([N+](=O)[O-])cc1
  0.1, 18, -1.3, -4
> CC(C)c1ccc(NC(=O)Cn2ncc3c(=O)oc4ccccc4c32)cc1
  0.2, 14, 0.6, 10
> COC(=O)C/C=C/[C@H](C)[C@@H](OCc1ccccc1Br)C(C)C
  0.1, 16, -0.3, /
> CCOC(=O)C1CCN(c2cc(C)nc3cc(-c4cccc(F)c4)nn23)CC1
  -0.1, -1, -0.6, 6

# Next structures:
# Order of results – FBW7 activator, MITF primary, GPR151 activ, TEAD-YAP inh
> O=C(CSc1nnc(-c2ccncc2)o1)Nc1ccc(I)cc1
  0.7, 12, 0.3, 29
> O=C(O)CCNc1ncnc2ccccc12
  0.2, -7, -0.8, -3
> CC(C)(C)NC(=O)COC(=O)COc1ccccc1C#N
  0.0, 7, -1.3, 0
> Cc1ccc(/C(O)=C2\C(=O)C(=O)N(c3nnc(C)s3)C2c2ccccc2)cc1 (stereo unspecified)
  -0.1, 6, 3.0, 9
> COc1cc(C(=O)NCCC(C)C)c([N+](=O)[O-])cc1OC
  0.0, 1, 1.5, -9
> CCN(CC#CCCOC(C)=O)c1ccccc1
  -0.1, -8, -0.7, -5
> COc1ccc(/C=C(\NC(=O)c2ccccc2)C(=O)NN)c(OC)c1
  -0.1, -13, 0.3, -1
> COc1cccc(N=C/C(C(=O)C(F)(F)F)=C(\O)c2cccs2)c1
  0.1, 14, -0.8, 82*
> CCOC(=O)N1CCc2c(sc(NC(=O)C(C)C)c2-c2nc3ccccc3s2)C1
  0.2, 11, -1.0, -8
> O=C(CCCn1c(=O)[nH]c2ccccc2c1=O)NCCc1ccccc1Cl
  0.1, -1, 0.1, -1
> CCCCC1=CC2=C(c3ccco3)C(=O)C(C)(OC(=O)c3cccs3)C(=O)C2=CO1 (stereo unspecified)
  -0.1, 6, -0.3, /
> O=C(OCc1ccc(Oc2ccc([N+](=O)[O-])cc2)cc1)c1cnccn1
  0.5, 18, -0.8, 14
> Cc1c(C(=O)NCc2ccco2)oc2ccc(S(=O)(=O)N(C)C3CCCCC3)cc12
  0.2, 11, 4.4, -3
> O=C(CS(=O)(=O)c1ccc(F)cc1)Nc1nc(-c2cccs2)cs1
  0.1, 0, -0.1, -1
> CCN(CCCNC(=O)Cc1c(C(=O)O)[nH]c2ccccc12)c1cccc(C)c1
  0.1, 16, -0.6, 2
> Cn1c(=O)c2c(ncn2Cc2nc(N)nc(N3CCOCC3)n2)n(C)c1=O
  0.0, 7, -1.7, -4
> CCN1CCN(C(=S)NC(=O)c2cccs2)CC1
  -0.2, 18, -1.2, -9
> Cc1cc(C)c(N2C(=O)CCCC2=O)c(Cl)c1
  0.0, 1, -0.4, 2
> Cc1cccc(NC(=O)CSc2nnc(N)s2)c1
  0.0, 15, 2.4, -10
> CCc1ccccc1OCC(=O)N/N=C/c1ccco1
  -0.2, 1, 0.4, 19
> COc1cccc(NC(=O)NNC(=O)CN2C(=O)COc3ccccc32)c1
  0.0, -7, -0.9, 8
> COc1ccc(CCNc2ccnc(-c3cccc(C(C)=O)c3)n2)cc1
  0.1, 17, -0.4, -6
> COc1ccc(CNC(=O)c2cc3nc4c(c(C(F)(F)F)n3n2)CCc2ccccc2-4)cc1
  0.0, 12, 2.3, 5
> CCOC(=O)C(=NCC1CCCO1)NNc1ccccc1Cl (stereo unspecified)
  0.0, 6, -1.5, -4
> COc1ccc(-c2c(C)n([O-])c3c([n+]2=O)CCCC3)cc1
  -0.1, 5, -0.5, -5
> Cc1ccccc1NC(=O)c1cc([N+](=O)[O-])ccc1N1CCOCC1
  -0.3, -2, -1.1, -2
> COc1ccc(CC(=O)NNC(=S)NC(=O)C(C)(C)C)cc1
  -0.3, 3, 0.4, 0
> O=C(CSc1cccc2cccnc12)Nc1cccc2ccccc12
  -0.2, 3, -0.2, -22
> CC(C)(C)c1cnnn1-c1ccc(C(=O)CCl)cc1
  0.2, 12, -1.0, 5
> O=C(N/N=C\c1ccc(O)c([N+](=O)[O-])c1)c1cncc(Br)c1
  0.5, 14, -2.7, 0
> Cc1cc(SC#N)ccc1NC(=O)CCl
  0.0, -1, -0.8, 28
> O=C1NC(=O)N(C2CCCCC2)C(=O)/C1=C\c1ccc(-c2ccc(C(=O)O)cc2)o1
  -0.2, 5, 0.1, 3
> CC(=O)Nc1cccc(Nc2nc3ccccc3n3nnnc23)c1
  0.0, 9, -0.5, -14
> CC(=O)Nc1ccc(S(=O)(=O)NCCc2ccc(S(N)(=O)=O)cc2)cc1
  0.0, -8, -1.4, 0
> CC(C)CCNC(=O)c1c[nH]c2ccc(S(=O)(=O)NC3CCCCNC3=O)cc2c1=O (stereo unspecified)
  0.3, 12, -0.4, 13
> O=C(c1ccc(F)cc1)N1CCN(c2ccccc2F)CC1
  0.4, -5, 0.2, 2
> CCO/C=N/C1=C(C#N)C(c2ccccc2)C2=C(CC(C)(C)CC2=O)O1 (stereo unspecified)
  -1.1, 26, -0.6, -6
> O=C(N/N=C/c1ccc([N+](=O)[O-])o1)C(O)(c1ccccc1)c1ccccc1
  -0.1, -11, -0.9, -11
> CCSc1nnc2c3cc(F)ccc3n(CC)c2n1
  0.2, 15, 0.6, 0
> CCOc1cc(C=C2C(=O)NC(=O)NC2=O)ccc1OCc1cccc(F)c1
  -0.8, -11, -0.4, 2

# 4 records drawn at random from those above, as already listed:
# Order of results – FBW7 activator, MITF primary, GPR151 activ, TEAD-YAP inh
> CCc1n[nH]c(=S)n1/N=C/c1ccco1
  0.1, -27, -0.6, 2
> COc1ccc(CC(=O)NNC(=S)NC(=O)C(C)(C)C)cc1
  -0.3, 3, 0.4, 0
> CCO/C=N/C1=C(C#N)C(c2ccccc2)C2=C(CC(C)(C)CC2=O)O1 (stereo unspecified)
  -1.1, 26, -0.6, -6
> CCOC(=O)c1c(NC(=O)c2ccc(S(=O)(=O)N3CCN(C(=O)OCC)CC3)cc2)sc2c1CCC2
  1.5, 17, -1.8, -12

# Some of the entries above, set out differently.
SMILES | FBW7 activator | MITF primary | GPR151 activ | TEAD-YAP inh
Cc1cccc(NC(=O)CSc2nnc(N)s2)c1 | 0.0 | 15 | 2.4 | -10
CCc1ccccc1OCC(=O)N/N=C/c1ccco1 | -0.2 | 1 | 0.4 | 19
COc1cccc(NC(=O)NNC(=O)CN2C(=O)COc3ccccc32)c1 | 0.0 | -7 | -0.9 | 8
